mcGAS lum – inhibitors of mouse cGAS | Q8C6L5 | recombinant cGAS, Kinase-Glo ATP depletion luminescence | inhibition, % at 12.5 µM | 160,000 compounds, 0.15% hits | AID 1259399;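 also: 0% = negative control wells and 100% = reference inhibitor with no enzyme activity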
NPYLR7 ag – mosquito NPYLR7 agonism. HEK293T NPYLR7/Galpha15, GCaMP6s calcium fluorescence. activation, % at 10 µM. 270,000 compounds, 0.15% hits. AID 1259423; in the data active = activation above about 40%;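 also: 0% = vehicle and 100% = reference agonist at the receptor; some compounds past the cut are filed as inactive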
hcGAS inh – inhibitors of human cGAS. Q8N884. recombinant h-cGAS, ATP depletion, Kinase-Glo luminescence. inhibition, % at 12.5 µM. 290,000 compounds, 0.081% hits. AID 1259398;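 also: 0% = vehicle reaction and 100% = reaction without DNA for no activity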
Target sequence (Q8N884 whole entry, looked up): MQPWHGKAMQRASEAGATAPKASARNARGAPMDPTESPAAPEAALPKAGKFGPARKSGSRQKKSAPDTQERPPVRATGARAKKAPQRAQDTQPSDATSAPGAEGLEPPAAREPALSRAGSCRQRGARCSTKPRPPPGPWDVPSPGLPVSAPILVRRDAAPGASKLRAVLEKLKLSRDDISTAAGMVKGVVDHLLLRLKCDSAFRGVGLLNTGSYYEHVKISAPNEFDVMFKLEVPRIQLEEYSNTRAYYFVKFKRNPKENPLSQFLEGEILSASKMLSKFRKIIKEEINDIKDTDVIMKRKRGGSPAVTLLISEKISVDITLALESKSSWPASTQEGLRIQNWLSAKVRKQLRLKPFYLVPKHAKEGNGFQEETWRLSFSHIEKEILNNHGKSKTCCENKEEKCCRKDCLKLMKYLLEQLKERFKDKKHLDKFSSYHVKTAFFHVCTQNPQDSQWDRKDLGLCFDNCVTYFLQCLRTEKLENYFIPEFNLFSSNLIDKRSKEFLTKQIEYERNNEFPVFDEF
* marks the source's active call; other numbers are inactive results; · = no result given; & = joins results of further samples. Rule as the data show it, unless noted: active = inhibition above about 40%; inactive = the rest.

SMILES | mcGAS lum | NPYLR7 ag | hcGAS inh
CCOC(=O)c1cn[nH]c1S(=O)(=O)Nc1cccc(C(C)=O)c1 | -8 | -2 | -6
COc1c2c(c(OC)c3occc13)OC1(CCN(C(=O)C3CCOC3)CC1)CC2=O (configuration not stated) | · | 5 | -4
NC(c1ccccc1)c1ccc(Br)cc1F (configuration not stated) | · | 2 | -7
O=C1C(=Cc2cn(-c3ccccc3)nc2-c2ccco2)SC(=S)N1C1CCS(=O)(=O)C1 (configuration not stated) | -3 | -1 | -4
Cn1c(N2CC[C@H](O)C2)nc2cc(C(=O)N3CCC4(CCCO4)CC3)ccc21 | -18 | 21 | -8
CC/C=C(\C)CN1CCC(CNC(=O)c2occc2C)C1 (configuration not stated) | · | -7 | -4
O=C1NC(=Nc2ccc(Br)cc2)SC1Cc1cccc2ccccc12 (configuration not stated) | 0 | -6 | 0
Nc1ccc(S(=O)(=O)NC2CCS(=O)(=O)C2)cc1 (configuration not stated) | -2 | -1 | 4
Cc1nc(NC(=O)N2CCCN(C3CCCCC3)CC2)nn1C | -11 | -7 | -3
CC(C)(C)c1ccc(OCCOc2ccc(/C=C3/NC(=S)NC3=O)cc2)cc1 | -8 | 0 | -5
CCC(C(=O)NC1CCCCC1)N1CC(n2nc(C)cc2C)C1 (configuration not stated) | -4 | · | -9
O=C1CC(Cn2c(=O)oc3ccccc32)c2cc3cn[nH]c3cc2N1 (configuration not stated) | -1 | 1 | -4
NC(=O)CN1CCCC(N2CCN(c3ccccc3F)CC2)C1 (configuration not stated) | · | 7 | -4
COc1ccc(CN2CCC3(CC2)CC3C(=O)NCc2ccccc2C(F)(F)F)cc1C (configuration not stated) | -26 | 5 | -11
CS(=O)(=O)NC1CCN(Cc2cc3n(n2)CCNC3)CC1 | · | 6 | -3
CCOc1ccc(-c2nc(C(=O)O)cs2)cc1 | · | 1 | -5
CN(Cc1ncnn1C1CCCCC1)C1CCS(=O)(=O)C1 (configuration not stated) | 5 | · | 9
CC(=O)NC12CC3CC(C1)CC(C(=O)OCC(=O)C(C#N)=C(C)N)(C3)C2 | · | -5 | -3
O=C(Nc1cccc(-c2ccco2)c1)C1CCN(C(=O)Cc2cccs2)CC1 | · | -2&-7 | -3&-4
Cc1ccc(Cn2ccc(NC(=O)c3nc4ncccn4n3)n2)cc1 | -7 | 6 | -3
CC1CCCC2(C1)OCC(C(=O)NC1CC1)N2C(=O)c1ccccc1F (configuration not stated) | -5 | -4 | -5
CCn1cnnc1CN(C)C(=O)c1cc(COc2ccccc2F)[nH]n1 | -11 | 3 | -3
CCOCc1nnc(NC(=O)C2CC(=O)N(C(C)(C)C)C2)s1 (configuration not stated) | -6 | · | 6
CCOC(=O)NCCC(=O)NCCc1coc(-c2ccc(F)cc2)n1 | · | 11 | -6
Cc1cccc(-n2nnc3c(=O)n(CC(=O)N4CCc5ccccc54)cnc32)c1 | -2 | -4 | 0

Further records follow:
SMILES | mcGAS lum | NPYLR7 ag | hcGAS inh
CC(C)C1CN(C(=O)C2CCC(O)CC2)CCCN1Cc1ccc(F)cc1 (configuration not stated) | · | 8 | -7
CCCCC(=O)N1CCc2ccccc2C1c1ccccc1Cl (configuration not stated) | -2 | 13 | -11
COCC(C)(C)CNC(=O)c1c(C)cc(C)[nH]c1=O | -11 | 9 | -4
CCC(C)N(Cc1cc(NC(=O)C2CCCC2)ccc1N(C)C)C(=O)NC(C)(C)C (configuration not stated) | -10 | · | -7
CCCC(CCC)C(=O)NCCn1ncc2c(N3CCOCC3)nc(SC)nc21 | -5 | · | -4
O=C(Cn1cc2c(n1)CCCC2)NC1CCCCCC1 | -3 | 0 | -4
CC(C)NC(=O)Nc1cccc(C(=O)N(C)S(=O)(=O)c2ccc3c(c2)OCCO3)c1 | · | 9 | -6
Cc1ccccc1-c1ncc(CN2CCCC(CO)(Cc3ccccc3)C2)cn1 (configuration not stated) | · | 18 | -9
CCCc1cc(C(=O)N2CCCc3c(C(N)=O)cccc32)sc1C | -9 | 0 | -13
CC(C)(C)C(=O)Nc1nc(-c2cc3ccccc3oc2=O)cs1 | -7 | -2 | -5
CN(Cc1cnn(-c2ccc(F)cc2)c1)Cc1cn(C)nc1-c1ccccc1F | -16 | 6 | -2
O=c1c2nc(N3CCOCC3)sc2c(-c2cccs2)nn1Cc1ccc(Cl)c(Cl)c1 | -10 | -2 | -8
CCn1c(C2CCCN(S(=O)(=O)c3cn(C)c(C)n3)C2)nn(C)c1=O (configuration not stated) | · | -1 | -3
CCCS(=O)(=O)NC(=O)C1(C)CCN1C(=O)c1ccccc1CCc1ccccc1 (configuration not stated) | · | 7 | -10
O=C(C1COCCO1)N1CCn2nc(CN3CCSCC3)cc2C1 (configuration not stated) | -4 | · | -6
COc1cc2c(cc1NS(C)(=O)=O)C(c1ccncc1F)CC(=O)N2 (configuration not stated) | -15 | -8 | -3
Cc1ccc(/C=C/S(=O)(=O)NCCCn2nc(-c3ccc(Cl)cc3)ccc2=O)cc1 | · | -1 | -5
COc1ccc(CCN(Cc2sccc2C)C(=O)CN(CCN2CCCC2)C(=O)c2cccs2)cc1OC | -4 | -4 | -11
O=C(NCCCn1cccc1)c1cnco1 | · | 21 | -4
CCc1nn2c(ncc3c(=O)n(-n4cnnc4)ccc32)c1-c1ccc(Cl)cc1 | · | 6 | -6
O=C(CN1Cc2ccccc2OC(c2ccsc2)C1)NCc1cccc(-n2cccn2)c1 (configuration not stated) | -24 | 6 | -5
Cc1ccc(Cl)cc1-n1c(SCc2nc(C(=O)N3CCN(C/C=C/c4ccccc4)CC3)cs2)nnc1-c1ccco1 | -4 | 16 | -2
O=C(CN1CCc2sccc2C1c1cccc(F)c1)N1CCCN(C(=O)c2ccc3c(c2)OCO3)CC1 (configuration not stated) | -5 | 20 | -6
COc1ccccc1-c1ncc(CN2CCN3C(=O)CNC(=O)C3C2)s1 (configuration not stated) | -17 | 27 | -3
COc1ccc2c(=O)c(-c3ccc4c(c3)OCCCO4)c(C)oc2c1 | -6 | -8 | -4

Compounds listed so far containing an aryl thioether with sulfur outside any ring, in the order listed:
SMILES | mcGAS lum | NPYLR7 ag | hcGAS inh
CCCC(CCC)C(=O)NCCn1ncc2c(N3CCOCC3)nc(SC)nc21 | -5 | · | -4
Cc1ccc(Cl)cc1-n1c(SCc2nc(C(=O)N3CCN(C/C=C/c4ccccc4)CC3)cs2)nnc1-c1ccco1 | -4 | 16 | -2

The main list resumes; the two compounds before the break are reprinted first.
SMILES | mcGAS lum | NPYLR7 ag | hcGAS inh
COc1ccccc1-c1ncc(CN2CCN3C(=O)CNC(=O)C3C2)s1 (configuration not stated) | -17 | 27 | -3
COc1ccc2c(=O)c(-c3ccc4c(c3)OCCCO4)c(C)oc2c1 | -6 | -8 | -4
CC(C)(C)OC(=O)N1CCC(NCC2CCN(C3CC3)C2)C1 (configuration not stated) | · | 0 | -18
CCOC(=O)[C@H]1CCOCC[C@H]1N(Cc1ccccc1)C(=O)OCC(C)C | -1 | -2 | 13
Cc1sc(-c2ccccc2)nc1CC(=O)N(C)CCC#N | · | 8 | -14
O=C(/C=C/c1ccccc1)NCCSc1ncc(-c2ccc(Cl)cc2)[nH]1 | -8 | 2 | -6
COCC(=O)Nc1ccc(N2CCN(C(=O)NCc3ccco3)CC2)nc1 | -6 | -3 | -4
CCc1ccc(-c2cc(C(=O)N3CCC4(CC3)CN(C)CCN4C)[nH]n2)cc1 | · | 17 | -2
CN(C(=O)CSc1nc(-c2ccccc2F)nc2c1c(=O)n(C)c(=O)n2C)c1ccccc1 | -8 | 1 | -7
O=[N+]([O-])c1ccccc1N=P(N1CCOCC1)(N1CCOCC1)C12CC3CC(CC(C3)C1)C2 | · | -1 | -4
Cn1cnnc1SCc1ccc(C(=O)NNC(=O)c2ccccc2Cl)cc1 | · | 3 | -10
CN1CCC(N(Cc2cccnc2)Cc2cnc(CC3CCCC3)[nH]2)CC1 | -12 | -3 | -9
Cc1ccccc1-c1nc(C(N)=O)c2[nH]c(=O)n(-c3ccc4c(c3)OCO4)c2n1 | -1 | -12 | -3
COc1coc(C(=O)Nc2nc(CC(N)=O)cs2)cc1=O | · | 11 | -10
O=C1CC(O)(c2ccccc2)C(c2ccccc2)=C1c1ccccc1 (configuration not stated) | · | 7 | -7
COC(=O)c1cc(C(=O)OC)cc(N2C(=O)CSC2c2ccccc2C(F)(F)F)c1 (configuration not stated) | · | -3 | -4
CCCN1CC(NC(=O)c2ccnc(C(C)C)n2)CC1=O (configuration not stated) | · | 15 | -1
CCN1C(=O)C(=Cc2ccccc2OC)SC1=S | · | 2 | -6
CCc1nc2ccc(C(=O)NCCOc3ccc(OC)cc3)cn2c1N(CC)CCOC | -3 | -7 | -2
Cc1nnc(SCC(=O)NCc2cc(-c3ccco3)on2)s1 | · | -6 | -3
CNC(=O)C(C#N)C(=O)c1sc(-c2ccc(Cl)s2)nc1C (configuration not stated) | · | 4 | -15
CC1CCCCC1NC(=O)/C=C/c1nnc2c3ccccc3cnn12 (configuration not stated) | -14 | 3&-1 | -7&-7
COc1cc(Br)c(/C=C2/CCn3c2nc2cc(Cl)ccc2c3=O)cc1O | · | 7 | -6
COc1ccc(C(=O)N2CCN(c3ccc([N+](=O)[O-])c(N4CCCCC4)c3)CC2)cc1 | · | 5 | -1
O=C1CCCN1CCC(=O)N1CCOC(c2ccc(Cl)c(Cl)c2)C1 (configuration not stated) | · | 4 | -5
Cc1ccc(CN(C(=O)C2CC3CCCC(C2)C3=O)c2ccc3c(c2)OCCO3)s1 (configuration not stated) | · | -4 | -12
CCN1C(=O)NC(c2ccccc2[N+](=O)[O-])C(C(=O)OCCc2ccccc2)=C1C (configuration not stated) | -5 | -2 | -6

Following part.
SMILES | mcGAS lum | NPYLR7 ag | hcGAS inh
Cc1nc(CN(C)C(=O)CC(c2ccccc2)c2ccco2)no1 (configuration not stated) | · | 8 | -7
COCCN(CC(=O)N(CCc1ccc(OC)c(OC)c1)Cc1ccco1)C(=O)c1ccc([N+](=O)[O-])cc1Cl | -4 | 10 | -9
COCCN(Cc1cc(NC(=O)c2ccccc2Cl)ccc1N(C)C)S(=O)(=O)c1cccc(Cl)c1 | -10 | 0 | -7
CC1(C)C2CCC1(C)C(NC(=O)Nc1nnc(C3CC3)s1)C2 (configuration not stated) | -17 | 1 | -7
Cc1cccc2[nH]c(C3CCCN(Cc4ccccc4C(=O)O)C3)nc12 (configuration not stated) | -22 | 2 | -6
O=C(CCC1CCN(C(=O)C2=CCCCC2)CC1)NCc1cccc(C(F)(F)F)c1 | -12 | 6 | -6
CC(=O)C1=C(c2ccc(F)cc2)N(C(C)=O)n2c(C)nnc2S1 | · | 2 | -17
O=C(NCc1csc(Cc2ccccc2)n1)c1cc2n(n1)CCCNC2 | -11 | -1 | -4
COc1ccc2oc(=O)c(-c3csc(Nc4ccccc4I)n3)cc2c1 | -6 | -9 | -10
CC(C)Oc1nc(-c2cccc(C(F)(F)F)c2)n(-c2ccc(NC(=O)C(C)Cl)cc2)n1 (configuration not stated) | 1 | -4 | 4
Cc1nnc2c(N3CCc4ccccc43)nc3ccccc3n12 | · | 12 | 0
CC(c1ccccc1)n1c(CNC(=O)c2ccco2)nc2ccccc21 (configuration not stated) | -5 | 0 | 0
CC1(C(=O)Nc2ccc(Cl)c(Cl)c2)CCN1C(=O)c1ccco1 (configuration not stated) | · | 6 | -13
CCN(CC)Cc1c(CC(C)C)oc(C)c1C(=O)O | · | 1 | 1
CCc1cnc(C)nc1NCC1CC(=O)N(C2CCCC2)C1 (configuration not stated) | -11 | 16 | -7
CN(Cc1ccsc1)Cc1cc(-c2ccncc2)no1 | -15 | 0 | -2
Cc1cc(C)cc(NC(=O)Nc2c[nH]c3ccccc23)c1 | 3 | -3 | 2
O=C(NCCN1CCOCC1)c1ccc(CSc2nc(-c3ccccc3)cc(N3CCCC3)n2)cc1 | -5 | 5 | -2
O=C(CSc1nc(=O)[nH]c2c1CCC2)c1ccc(Cl)cc1 | 9 | 0 | 2
O=C(NN1C(=O)c2cccc3cccc(c23)C1=O)c1ccn[nH]1 | 2 | -2 | 3
O=C([C@H]1CCCO1)N1CCN(c2nc(-c3ccccc3)nc3c2CCC3)CC1 | -15 | 21 | -6
CCc1c(C)nc(SCc2ccc(C)cc2)c(C#N)c1C | -4 | 31 | 3
Cc1cn2c3c(=O)n(Cc4cccc(Cl)c4)c(=O)n(C)c3nc2n1CCCn1ccnc1 | -8 | 0 | -5
CCC(=O)Nc1cccc(C(=O)NCCS(C)(=O)=O)c1 | -15 | -3 | -1

Exported with two lines to a compound: part of the list above.
Sequence of screens: mcGAS lum	NPYLR7 ag	hcGAS inh
> O=C(NCCN1CCOCC1)c1ccc(CSc2nc(-c3ccccc3)cc(N3CCCC3)n2)cc1
→ -5	5	-2
> O=C(CSc1nc(=O)[nH]c2c1CCC2)c1ccc(Cl)cc1
→ 9	0	2
> O=C(NN1C(=O)c2cccc3cccc(c23)C1=O)c1ccn[nH]1
→ 2	-2	3

Looked up by structure from the list above:
SMILES | mcGAS lum | NPYLR7 ag | hcGAS inh
CC1(C(=O)Nc2ccc(Cl)c(Cl)c2)CCN1C(=O)c1ccco1 (configuration not stated) | · | 6 | -13
CC(c1ccccc1)n1c(CNC(=O)c2ccco2)nc2ccccc21 (configuration not stated) | -5 | 0 | 0
Cc1cn2c3c(=O)n(Cc4cccc(Cl)c4)c(=O)n(C)c3nc2n1CCCn1ccnc1 | -8 | 0 | -5
Cc1nc(CN(C)C(=O)CC(c2ccccc2)c2ccco2)no1 (configuration not stated) | · | 8 | -7
O=C([C@H]1CCCO1)N1CCN(c2nc(-c3ccccc3)nc3c2CCC3)CC1 | -15 | 21 | -6
O=C(CCC1CCN(C(=O)C2=CCCCC2)CC1)NCc1cccc(C(F)(F)F)c1 | -12 | 6 | -6

High-throughput results as filed in PubChem.
